Assay outcomes as filed in PubChem BioAssay.
SENP1 FRET inh: blocks the human SENP1 SUMO protease catalytic domain; recombinant SENP1 catalytic domain, CyPet-SUMO1-YPet FRET cleavage; inhibition, % at 10 µM; 360,000 tested, 0.21% active;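 active = inhibition at least 30% at 10 µM, raw YFP signal under a set limit, fluorescence ratio 0.5 to 1.5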;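 also: 0% = enzyme with DMSO and 100% = no enzyme wells; some results filed as inactive read as strong as hits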
Target sequence (Q9P0U3 419-644 limits assumed): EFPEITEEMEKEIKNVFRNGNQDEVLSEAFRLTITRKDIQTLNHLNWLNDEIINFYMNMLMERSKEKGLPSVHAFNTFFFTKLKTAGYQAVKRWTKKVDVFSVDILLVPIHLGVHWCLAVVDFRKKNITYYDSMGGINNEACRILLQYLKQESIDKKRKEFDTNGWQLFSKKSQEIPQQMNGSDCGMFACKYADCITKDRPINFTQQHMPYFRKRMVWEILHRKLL
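material = recombinant human SENP1 catalytic domain, His6-tagged | quantity = 20 pM enzyme | reagent = 25 nM SUMO1 FRET substrate | compound dosing = 10 µM single point, 0.5% DMSO | timing = 50 min enzyme reaction, room temperature, light-protected | detection = FRET, CFP and YFP emission | control set = no-enzyme low, enzyme-DMSO high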
PfG6PD inh: PfG6PD (Plasmodium falciparum) enzyme inhibition; PfGluPho enzyme, NADPH resazurin-diaphorase fluorescence; inhibition, % at 20 µM; 350,000 tested, 0.78% active; AID 504690;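 active = inhibition reaching at least a set limit at 20 µM in the primary screen, cut at about 59% in these data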;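 also: 0% = DMSO wells with substrate and 100% = DMSO wells lacking glucose-6-phosphate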
SENP8 block-1: blocks human SENP8 cleavage of Nedd8 substrate. recombinant SENP8, Nedd8 substrate fluorescence. inhibition, % at 20 µM. 360,000 tested, 0.64% active. AID 602440; in the data active = inhibition mostly above about 40%, no sharp cut-off; inactive = mostly below about 27%
Target sequence (Q96LD8 whole entry, looked up): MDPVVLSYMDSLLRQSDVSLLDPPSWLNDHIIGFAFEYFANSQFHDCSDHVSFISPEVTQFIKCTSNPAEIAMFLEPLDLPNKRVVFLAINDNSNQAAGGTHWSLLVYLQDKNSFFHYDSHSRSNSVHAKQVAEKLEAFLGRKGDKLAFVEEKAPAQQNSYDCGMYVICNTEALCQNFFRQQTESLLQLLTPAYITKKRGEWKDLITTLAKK
SENP6 inh: blocks the human protease SENP6 | Q9GZR1 | Recombinant SENP6 catalytic domain, aminoluciferin luminescence | inhibition, % at 10 µM | 330,000 tested, 1.8% active;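 active = inhibition above about 50% at the single tested dose, limit read from the data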;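 also: plate controls were DMSO wells with enzyme for no effect and DMSO wells lacking enzyme for full effect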
Target sequence (Q9GZR1 628-1112 limits assumed): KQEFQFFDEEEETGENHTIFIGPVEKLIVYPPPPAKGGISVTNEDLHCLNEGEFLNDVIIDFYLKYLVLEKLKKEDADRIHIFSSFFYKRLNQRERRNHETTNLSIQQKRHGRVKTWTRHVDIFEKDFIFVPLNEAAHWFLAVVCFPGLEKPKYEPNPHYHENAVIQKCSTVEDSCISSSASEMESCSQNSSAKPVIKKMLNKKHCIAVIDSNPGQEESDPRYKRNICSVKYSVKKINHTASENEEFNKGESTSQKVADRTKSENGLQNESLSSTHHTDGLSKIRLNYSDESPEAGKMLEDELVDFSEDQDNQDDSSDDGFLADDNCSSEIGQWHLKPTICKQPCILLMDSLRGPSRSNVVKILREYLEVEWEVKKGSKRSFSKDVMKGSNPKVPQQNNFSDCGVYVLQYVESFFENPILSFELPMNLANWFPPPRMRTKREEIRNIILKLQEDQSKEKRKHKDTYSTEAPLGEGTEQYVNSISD
NALP3 yeast inh: NALP3 inhibition in yeast; Yeast reconstituted NLRP3/ASC/caspase-1, beta-gal luminescence, 24 h; inhibition, % at 10 µM; 330,000 tested, 0.39% active;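 active = inhibition of 50% or more; inactive = inhibition below 50%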;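 also: plate controls were induced DMSO wells for no effect and uninduced yeast grown without galactose for full effect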
HKDC1 inhibitor: blocks human hexokinase HKDC1 activity; recombinant HKDC1, G6PDH/diaphorase resazurin coupled fluorescence; inhibition, % at 20 µM; 340,000 tested, 0.16% active;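 active = inhibition above about 35% when tested at 20 µM, limit read from the data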;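 also: plate controls were DMSO wells with enzyme for no effect and DMSO wells lacking enzyme for full effect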
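Test system: HK5 enzyme. Quantity: 5 µg/mL HK5 final. Reagent: glucose and ATP substrates. Schedule: 90 min reaction incubation at room temperature, dark. Technique: resazurin-to-resorufin fluorescence via G6PDH and diaphorase coupling, 525/613 nm. Control set: DMSO wells with and without enzyme mix.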
Apaf-1 inh: inhibitors of human Apaf-1 apoptosome. AID 489030. O14727. inhibition, % at 20 µM. 330,000 tested, 0.71% active. reconstituted apoptosome caspase-3 activity, DEVD-Rh110 fluorescence; active = inhibition of at least 40% at 20 µM;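 also: plate controls were DMSO wells for no effect and DEVD-CHO caspase inhibitor wells for full effect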
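Material: reconstituted apoptosome with Apaf-1, cytochrome c, caspase-9, procaspase-3, dATP / Buffer or medium: pH 7.5 Hepes buffer with CHAPS, BSA, DTT / Also added: cytochrome c with DEVD-Rh110 / Schedule: compound with Apaf-1, dATP, procaspase-3 30 min, then 50 min reaction, room temperature / Technique: rhodamine 110 fluorescence at Ex 480/Em 540 nm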
SENP8 block-2: inhibitors of human SENP8 protease; Q96LD8; purified SENP8, Z-RLRGG-aminoluciferin cleavage, luminescence; inhibition, % at 10 µM; 330,000 tested, 1.2% active; AID 2540; in the data active = inhibition above about 50%
SENP7 inh: inhibitors of human SENP7 protease. Q9BQF6. 330,000 tested, 1.5% active. AID 434973. recombinant SENP7, Z-RLRGG-aminoluciferin luminescence, 40 min. inhibition, % at 5 µM;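 active = inhibition above about 50% at the single test dose, limit read from the data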;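 also: plate controls were DMSO with enzyme for no effect and no enzyme buffer wells for full effect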
* marks the source's active call; other numbers are inactive results; · = no result given.

SMILES	SENP1 FRET inh	PfG6PD inh	SENP8 block-1	SENP6 inh	NALP3 yeast inh	HKDC1 inhibitor	Apaf-1 inh	SENP8 block-2	SENP7 inh
N#CCCN(C(=O)COC(=O)c1cc(S(=O)(=O)N2CCOCC2)ccc1Cl)c1ccc(F)cc1	2	-1	20	-13	14	0	8	-1	-1
O=C(N/N=C/c1sc(N2CCOCC2)nc1-c1ccccc1)c1ccc(O)cc1	-77	11	-345	14	1	-16	10	5	-1
Cc1c(NC(=O)C(C)N2C(=O)c3ccccc3C2=O)c(=O)n(-c2ccccc2)n1C (stereo not drawn)	2	-20	29	-18	-5	-5	-8	5	3
O=C(CSc1ccc(-c2ccco2)nn1)c1ccccc1	-1	25	6	18	25	18	0	-1	7
CCS(=O)(=O)N1CCN(C(=O)c2ccc(-c3ccccc3)cc2)CC1	1	3	9	-18	-9	-5	9	4	10
COc1cc2c(cc1OC)C(C)N(Cc1ccc3c(c1)OCO3)CC2 (stereo not drawn)	3	5	32	-13	8	-6	10	-10	-12
Cc1ccc(N2CC(c3nc4ccccc4n3C)CC2=O)cc1C (stereo not drawn)	1	0	2	0	15	-4	7	-7	11
COC(=O)c1ccc(CSc2nnc(C)n2N)o1	0	14	8	-6	22	-11	10	-9	2
Cc1ccc(NC(=O)CCc2nnc3ccc(NCc4ccco4)nn23)nc1	-4	-11	17	-15	-10	-3	-4	-12	-12
S=C(NCCc1ccccc1)N1CCc2ccccc2C1	2	19	8	-9	23	-7	9	2	8

Next section; it opens with the 3 that closed the last part.
SMILES	SENP1 FRET inh	PfG6PD inh	SENP8 block-1	SENP6 inh	NALP3 yeast inh	HKDC1 inhibitor	Apaf-1 inh	SENP8 block-2	SENP7 inh
COC(=O)c1ccc(CSc2nnc(C)n2N)o1	0	14	8	-6	22	-11	10	-9	2
Cc1ccc(NC(=O)CCc2nnc3ccc(NCc4ccco4)nn23)nc1	-4	-11	17	-15	-10	-3	-4	-12	-12
S=C(NCCc1ccccc1)N1CCc2ccccc2C1	2	19	8	-9	23	-7	9	2	8
CCNCC(=O)Nc1c(C)cccc1C	-2	-27	8	6	8	-1	-10	3	1
COc1ccccc1NS(=O)(=O)c1c(C)nc2sccn2c1=O	2	-8	11	-17	2	-6	5	2	8
O=C(CSCCO)Nc1ccc([N+](=O)[O-])cc1	-1	7	12	14	4	-6	7	0	-3
O=C(C1CCN(C2CCN(Cc3ccc4cc(F)ccc4n3)CC2)CC1)N1CCCC1	-11	-3	6	-3	7	-6	16	-5	1
C[C@H](NC(=O)c1ccco1)C(=O)OCC(=O)N1CC(=O)Nc2ccccc21	-6	-9	-7	-11	5	-5	-4	-7	4
CCOC(=O)C1(Cc2ccccc2)CCCN(C(=O)c2cn[nH]c2)C1 (stereo not drawn)	2	9	17	5	8	-5	0	5	3
COc1cc(NC(=O)CSc2nc3cc(C)ccc3cc2C)c(C(=O)O)cc1OC	-1	-19	-14	-12	13	-9	2	-6	-4
CC(CNC(=O)c1ccc(N)cc1)NC(=O)c1ccc(N)cc1 (stereo not drawn)	0	16	1	-25	23	-7	-4	-9	-9
O=C(CNC(=O)c1cccc(F)c1)N/N=C/c1cccs1	2	-1	15	-7	5	2	1	2	2
N=C1CCCN1CC(=O)c1ccc(Br)cc1	2	15	16	0	24	15	-1	-2	2
Cc1ccc(-n2ccc(=O)c(C(=O)Nc3ccc(S(=O)(=O)Nc4nccs4)cc3)n2)cc1	-1	-25	11	0	6	6	8	9	-7
CCCCN(C(=O)c1ccc(C)o1)c1c(N)n(CCCC)c(=O)[nH]c1=O	-3	-20	4	-5	15	2	5	-7	6
Cc1cc(C(F)(F)F)nn1CC(=O)NNC(=S)Nc1cccc(Cl)c1	1	-11	4	-6	15	-7	-4	2	0
COc1ccc(C(=O)CN2C(=O)NC3(CCCCC3)C2=O)cc1OC	0	-5	9	-26	19	-3	2	-5	-10
CCOc1ccccc1Nc1cc(C)nc2nnnn12	0	-3	-1	10	11	-3	2	-11	6
CN(C)CCSc1nc(-c2ccccc2)nc2c1CCC2	1	-5	14	6	21	12	0	6	-4
CN(CC(=O)Nc1ccc(F)cc1)C(=O)COC(=O)/C=C/c1ccccc1[N+](=O)[O-]	4	-16	4	-1	10	-6	6	-11	-9
Cc1c(OC(C)C(=O)NCC(O)c2ccccc2)ccc2c3c(c(=O)oc12)CCCC3 (stereo not drawn)	-1	-6	-130	-7	9	-3	14	-6	-10
CC(=O)Nc1ccc(NC(=O)C(C)OC(=O)/C=C/c2cn(-c3ccccc3)nc2-c2cccnc2)cc1 (stereo not drawn)	-3	-19	-41	-4	8	-8	-12	3	18
O=C1c2ccccc2CCc2ccccc21	1	-6	0	·	·	-6	·	·	·
COc1cccc(-c2cc(C(=O)N3CCN(S(=O)(=O)c4ccccc4)CC3)[nH]n2)c1	2	-8	5	-7	-10	-3	0	-8	-15
CC(=O)c1ccc(N2CCN(C(=O)c3ccc4nc[nH]c4c3)CC2)cc1	4	27	-123	-24	10	-10	3	-10	-5
O=CN1CCN(C(C(=O)NC2CCCC2)c2ccc(Cl)cc2)CC1 (stereo not drawn)	-1	4	-4	-16	7	-2	6	-2	-10
CCC(C(=O)NCc1ccco1)n1nc(C)c2c(C)n(-c3ccc(C)cc3)nc2c1=O (stereo not drawn)	2	-2	5	-3	21	-6	-10	-6	12
CN(CC(=O)Nc1cccc(S(=O)(=O)N(C)C)c1)Cc1ccccc1	-1	-22	-2	-32	0	6	1	-7	-2
CCCCn1c(N)c(N(CCC(C)C)C(=O)COC(=O)c2ccco2)c(=O)[nH]c1=O	-1	12	17	0	-4	1	0	-4	1
CC(C)Oc1ccc(CCC(=O)N/N=C/c2ccc3c(c2)OCO3)cc1	0	8	11	-6	22	7	11	4	7
C=CCOc1ccccc1OCC(O)CNC(C)C (stereo not drawn)	0	-5	9	-2	13	-1	2	2	11
COc1ccc(S(=O)(=O)N2CCCCCC2)cc1C(=O)NCCOc1ccc(C)cc1	4	-4	10	-1	14	1	20	11	-5
CCn1c(O)c(N=NC(=O)CNC(=O)c2ccco2)c2ccccc21	0	-9	10	-7	25	-12	4	-1	-5

2 entries from above, reformatted:
Molecule | SENP1 FRET inh | PfG6PD inh | SENP8 block-1 | SENP6 inh | NALP3 yeast inh | HKDC1 inhibitor | Apaf-1 inh | SENP8 block-2 | SENP7 inh
O=C(CSCCO)Nc1ccc([N+](=O)[O-])cc1 | -1 | 7 | 12 | 14 | 4 | -6 | 7 | 0 | -3
C=CCOc1ccccc1OCC(O)CNC(C)C (stereo not drawn) | 0 | -5 | 9 | -2 | 13 | -1 | 2 | 2 | 11

Later entries.
SMILES	SENP1 FRET inh	PfG6PD inh	SENP8 block-1	SENP6 inh	NALP3 yeast inh	HKDC1 inhibitor	Apaf-1 inh	SENP8 block-2	SENP7 inh
CCOc1ccc(CN2CCN(CC3=Cc4cccc(OC)c4OC3)CC2CCO)cc1 (stereo not drawn)	0	-4	6	-20	1	4	-8	-5	-10
O=c1[nH]c(-c2ccccc2O)nc2c1CCCC2	-8	-14	-426	-1	2	7	0	-8	-4
COC(=O)c1ccc(CSc2nnc(-c3ccncc3)n2Cc2ccccc2)o1	-4	4	9	-13	-8	-1	11	-4	-6
COc1ccccc1N1CCN(CCCN2C(=O)C3CCCN3C2=O)CC1 (stereo not drawn)	1	4	21	·	·	-2	·	·	·
CC(CC(=O)O)CC(=O)Nc1cc([N+](=O)[O-])ccc1O (stereo not drawn)	2	-4	-10	4	19	-4	-5	7	-2
O=C1C(=O)N(Cc2cccnc2)C(c2cccc(O)c2)/C1=C(\O)c1ccc2c(c1)OCCO2 (stereo not drawn)	1	-42	-1	7	-15	-5	4	12	10
O=C(CCSc1ccc(Cl)cc1)NC12CC3CC(CC(C3)C1)C2	3	3	18	0	-11	6	30	4	7
CCOC(=O)N1CCC(N2C(=O)c3ccccc3C2=O)CC1	0	-6	9	3	-8	0	2	2	3
CC(=O)NC(NC(=S)Nc1ccc(N=Nc2ccccc2C)cc1C)C(Cl)(Cl)Cl (stereo not drawn)	1	-15	40	1	12	-2	-1	-6	5
Cc1cc(C)c(NC(=O)c2ccc(CNS(=O)(=O)c3cc(C(F)(F)F)ccc3Cl)cc2)c(C)c1	0	7	21	-12	16	-6	14	1	4
O=C1CSC(c2nn(-c3ccccc3)cc2-c2cc3ccccc3oc2=O)N1Cc1ccco1 (stereo not drawn)	0	13	-277	-6	2	-8	20	-4	-2
Cc1ccc(/C=N\NC(=O)CNC(=O)C23CC4CC(CC(C4)C2)C3)o1	0	9	7	-5	-1	-4	-1	-5	-1
CN(C)CCNc1oc(-c2cccc(Cl)c2)nc1C#N	-4	8	-278	0	-5	-3	10	3	8
COc1cc(C)c(CN2CCCCC2CO)cc1C (stereo not drawn)	0	-6	13	2	-2	-8	-10	-5	2
CN(CCC#N)C(=O)CC1(Cc2ccccc2)CCOC(C)(C)C1 (stereo not drawn)	3	5	21	-15	-2	-7	-4	0	1
O=C(NCc1cccc(F)c1)c1ccc2nc(N3CCOCC3)sc2c1	2	14	1	5	21	-4	0	2	2
COc1ccc(CNC(=O)Cn2nc([N+](=O)[O-])c(Br)c2C)cc1	1	4	13	22	17	-2	1	-6	8
COCCN1CCN(C(=O)C2CCC(=O)N(CCc3ccc(Cl)cc3)C2)CC1 (stereo not drawn)	1	-5	4	-9	12	-2	-2	2	6
CCOP(=O)(c1ccc(N(C)C)cc1)C(O)c1cc(OC)c(OC)c(OC)c1 (stereo not drawn)	2	-2	3	-8	-2	0	-16	3	0
O=C(Cc1ccc([N+](=O)[O-])cc1)Nc1cccc(C(=O)N2CCOCC2)c1	2	3	5	-14	17	-1	1	-10	5
Cc1ccccc1Nc1nnc(SCc2nc3ccccc3c(=O)[nH]2)s1	·	·	·	11	0	·	-9	7	4
CCN=C1SC(C(=O)Nc2ccc(OC)cc2)CC(=O)N1CC (stereo not drawn)	1	-2	5	2	14	5	-1	-9	-4
COc1ccc(/C=C/c2cccc[n+]2C)c(O)c1	-3	-8	-6	17	9	-5	-8	-5	12
CCN1CCc2nc(NC(=O)C(c3ccccc3)c3ccccc3)sc2C1	-27	-13	-179	-19	7	1	11	3	5
CCOC(=O)COc1cc(Br)c(/C=N/Nc2ccccc2)cc1OC	4	13	-18	-6	-67	0	3	-8	2
O=c1ccc2cc(S(=O)(=O)Nc3ccc(Br)cc3)ccc2o1	3	-14	9	17	26	-2	10	-1	4
CCOc1ccc2oc(=O)cc(CN3CCOCC3)c2c1	0	2	-64	12	-9	0	-1	0	-3
N#C/C(=C(/O)c1ccc([N+](=O)[O-])cc1)c1nnc2n1CCCCC2	1	-14	13	-2	-7	9	-3	6	5
Cn1nnnc1SCC(=O)N1CCN(c2ccccc2)CC1	1	-14	3	-1	-8	-12	4	-3	-8
O=C(COC(=O)c1ccco1)NC1CCCc2ccccc21 (stereo not drawn)	-1	17	0	-4	12	-6	10	-8	14
